From PubChem BioAssay
HGIII-sPLA2 inh: Blocks human group III sPLA2 activity | inhibition, % at 12.2 µM | actives 0.56% (n = 370,000) | AID 743126 | QFRET BODIPY PC-A2 liposome hydrolysis, fluorescence;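 active = inhibition above mean plus 3 SD of compounds lying within the high and low control bounds, cut at about 19% in these data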;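 note: 0% = median of test compound wells and 100% = no enzyme DMSO wells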
Target sequence (Q9NZ20 whole entry, looked up): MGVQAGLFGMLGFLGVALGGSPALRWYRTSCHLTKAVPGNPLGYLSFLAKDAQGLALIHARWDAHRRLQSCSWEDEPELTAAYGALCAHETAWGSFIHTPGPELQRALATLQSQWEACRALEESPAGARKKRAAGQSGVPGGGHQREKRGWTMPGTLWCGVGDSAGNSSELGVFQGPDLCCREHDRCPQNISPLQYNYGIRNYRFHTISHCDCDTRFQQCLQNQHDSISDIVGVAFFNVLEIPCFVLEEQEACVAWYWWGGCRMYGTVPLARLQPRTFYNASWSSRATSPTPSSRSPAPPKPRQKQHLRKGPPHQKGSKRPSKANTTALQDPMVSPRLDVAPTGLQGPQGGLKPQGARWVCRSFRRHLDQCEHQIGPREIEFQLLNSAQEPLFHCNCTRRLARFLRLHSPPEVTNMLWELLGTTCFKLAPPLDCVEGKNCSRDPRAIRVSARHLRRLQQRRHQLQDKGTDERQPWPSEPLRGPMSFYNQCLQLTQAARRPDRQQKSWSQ
SMARCA2 act: SMARCA2 function activation, primary screen; MG213 cells, MMTV-luciferase reporter, dexamethasone, overnight; activation, % at 9.1 µM; actives 1% (n = 370,000); AID 652017; in the data active = activation above about 7.8%;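 note: 0% = vehicle wells and 100% = reference activator wells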
FXN GAA850 act: activators of GAA850 frataxin (FXN) promoter; HEK293 lucGAA850 FXN promoter luciferase reporter, 24 h; percent of 10 µM SAHA response; activation, % at 6 µM; actives 0.56% (n = 360,000); AID 540364;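 active = activation above the average of all compounds screened plus 3 SD, cutoff fixed separately per campaign, cut at about 7.5% in these data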;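 note: 0% = DMSO wells and 100% = 10 µM SAHA wells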
hcDAF12 agonist: H. contortus DAF-12 activation, primary screen; HEK293 hcDAF-12 lit1-tk-luc reporter, luminescence; 0% DMSO, 100% Δ7-dafachronic acid; activation, % at 6.8 µM; actives 1.4% (n = 370,000);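 active = activation above the mean of all tested compounds plus 3 SD, cut at about 5.5% in these data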;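 note: 100% = response to 3 µM Δ7-dafachronic acid high control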
DAX1 inh-1: DAX1 (NR0B1) inhibition, primary screen. HEK293T StAR-luciferase reporter, SF-1/DAX-1 repression relief. inhibition, % at 6.8 µM. actives 1.1% (n = 370,000). AID 652010;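 active = inhibition above the mean over all tested compounds plus 3 SD, cut at about 3.6% in these data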;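 note: 0% = DAX-1 cells with DMSO and 100% = cells lacking DAX-1 with DMSO; higher inhibition means more luminescence from relief of DAX-1 repression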
ssDAF12 agonist: activates DAF-12 receptor from parasite S. stercoralis | HEK293 ssDAF-12/GRIP1 lit1-tk-luc reporter, luminescence; % of 3 µM dafachronic acid response | activation, % at 6.8 µM | actives 1% (n = 370,000) | AID 652126;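 active = activation above the mean over all tested compounds plus 3 SD, cut at about 0.9% in these data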;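 note: 0% = DMSO-only wells and 100% = 3 µM delta7-dafachronic acid wells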
hgDAF-12 ag: agonists of H. glycines DAF-12 nuclear receptor; activation, % at 6.8 µM; actives 1.8% (n = 370,000); HEK293 GAL4-hgDAF12 UAS-luciferase reporter, agonist luminescence; normalized to butyrate control;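 active = activation above a cutoff set at the mean of all screened compounds plus 3 SD, cut at about 10% in these data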;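 note: 0% = DMSO wells and 100% = sodium butyrate wells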
NPR1 activator: GC-A (human) enzyme activation | P16066 | HEK293 GC-A cells, cGMP TR-FRET, EC30 ANP; 0% at EC30 ANP, 100% saturating ANP | actives 0.14% (n = 370,000) | activation, % at 10 µM; in the data active = activation above about 40%
GC-B act: GC-B (human) receptor activation | P20594 | HEK293-GC-B cells, CNP EC30, cGMP TR-FRET; 0% at EC30 CNP, 100% saturating CNP | activation, % at 10 µM | actives 0.11% (n = 370,000) | AID 1920062;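 active = activation at 10 µM reaching about 35% in either raw or pattern-adjusted values, limit read from the data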
proKLK7 act: proKLK7 (human) activation, primary screen; P49862; purified proKLK7, EDANS-DABCYL substrate fluorescence; 100% is mature enzyme control, 0% vehicle; activation, % at 7 µM; actives 0.9% (n = 370,000); AID 652039;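 active = activation above the mean of all tested compounds plus 3 SD, computed per campaign excluding outliers beyond control limits, cut at about 13% in these data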
Target sequence (P49862 whole entry, looked up): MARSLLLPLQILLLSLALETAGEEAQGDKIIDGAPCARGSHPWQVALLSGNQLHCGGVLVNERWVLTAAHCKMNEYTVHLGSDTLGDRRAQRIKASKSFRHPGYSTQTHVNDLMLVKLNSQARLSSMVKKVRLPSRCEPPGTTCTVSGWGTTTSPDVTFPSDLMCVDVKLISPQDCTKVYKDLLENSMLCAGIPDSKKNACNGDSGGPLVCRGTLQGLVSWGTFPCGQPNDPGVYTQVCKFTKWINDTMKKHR
DAX1 inh-2: inhibitors of human orphan nuclear receptor DAX1 (NR0B1) | AID 504766 | actives 0.99% (n = 340,000) | HEK293 Gal4-DAX1 luciferase reporter, luminescence | P51843 | inhibition, % at 6.75 µM;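 active = inhibition above the mean over all tested compounds plus 3 SD, cut at about 4.2% in these data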;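 note: 0% = DAX1-transfected cells with DMSO and 100% = empty-vector control cells with DMSO; inhibition shows as a rise in luminescence from relieved DAX1 repression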
Target sequence (P51843 207-470 limits assumed): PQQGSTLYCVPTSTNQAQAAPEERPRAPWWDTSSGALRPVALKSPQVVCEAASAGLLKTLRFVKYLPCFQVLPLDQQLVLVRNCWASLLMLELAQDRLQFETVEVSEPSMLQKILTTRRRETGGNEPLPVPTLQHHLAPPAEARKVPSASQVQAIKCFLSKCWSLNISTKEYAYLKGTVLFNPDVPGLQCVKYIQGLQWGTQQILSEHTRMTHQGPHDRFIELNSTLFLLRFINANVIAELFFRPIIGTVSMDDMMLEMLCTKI
* hit, by the source's call; x = no result given. Compounds as they come; 6.7% or so of the library scored in one or more.

SMILES	HGIII-sPLA2 inh	SMARCA2 act	FXN GAA850 act	hcDAF12 agonist	DAX1 inh-1	ssDAF12 agonist	hgDAF-12 ag	NPR1 activator	GC-B act	proKLK7 act	DAX1 inh-2
COc1cc(SC)ccc1C(=O)OCC(=O)NC1CC1	-2.4	3.6	3.3	2.2	1.9	-1.6	5.3	-3.2	7.7	0.3	1.9
Cc1cc(N2CCN(C3CCCCC3)CC2)n2nc(C)nc2n1	-1.2	2.9	0.0	-3.3	-0.5	-0.3	0.8	-1.0	-2.0	0.7	2.5
C#CCSc1nc2[nH]ncc2c(=O)[nH]1	-4.0	-0.9	0.3	-2.2	0.4	-1.2	-0.8	0.9	2.5	-0.6	-1.3
C[C@H](NC(=O)c1nc[nH]c1C(=O)N[C@@H](CCCCNC(=O)OC(C)(C)C)C(=O)OC(C)(C)C)C(=O)OCc1ccccc1	-9.7	-0.1	-0.9	-2.2	-0.8	-1.8	-1.8	1.5	5.8	-0.2	0.6
Cc1ccc(C)c(NS(=O)(=O)c2ccccc2C)c1	1.3	0.8	0.1	-0.4	-1.0	-1.4	2.3	0.8	-5.6	-0.2	1.0
Cc1cc(S(=O)(=O)n2cnc3ccccc32)c(C)cc1Cl	-1.6	-0.4	3.3	-0.4	-0.6	-1.7	-0.6	1.5	4.4	-0.2	0.5
CCC(C(=O)NC1CCCC1)N(C(=O)Cn1nnc(-c2ccc(C)cc2)n1)C1CCCC1 (stereo unspecified)	-0.7	0.9	-1.4	-2.6	-0.1	-2.1	2.0	0.2	0.1	0.9	-1.5
O=S(=O)(O)c1cc(OS(=O)(=O)c2ccccc2)cc2ccccc12	-15.7	1.1	1.2	-2.3	-0.1	-1.2	-0.7	-2.4	-3.7	-1.1	1.0
O=C(NC1CCCC1)C1CCN(C(=O)c2cccc(Cl)c2)CC1	5.8	-3.7	0.4	-2.4	-0.3	-1.5	-1.4	3.1	2.7	0.6	0.2
CS(=O)(=O)N1CCN(c2ncnc3c2cnn3-c2ccccc2)CC1	2.5	0.8	1.2	0.8	0.1	-1.9	1.5	-1.3	-3.6	0.0	0.1
COc1cc(/C=C2/NC(=O)NC2=O)cc(Br)c1OCc1cccc(C(=O)O)c1	-9.9	0.4	1.7	-0.2	0.3	-1.7	0.7	-3.7	-0.5	0.7	0.1
Cc1ccc2c(C)c(C(=O)N3CCN(Cc4ccc5c(c4)OCO5)CC3)oc2c1C	-14.2	4.0	5.4	5.8*	2.5	-0.4	9.8	12.3	11.2	0.3	0.4
CCCc1nc(NCc2ccncc2)c2nnn(Cc3ccccc3F)c2n1	-4.2	1.4	3.3	-2.4	-0.6	-1.2	-2.6	1.2	4.8	-0.5	-0.6
COCCN(Cc1ccccc1)C(=O)C1CCN(S(=O)(=O)c2ccc3c(c2)OCCO3)CC1	3.8	-0.8	-0.2	0.5	-1.2	-1.3	0.0	-1.6	0.9	0.2	-0.3
CS(=O)(=O)c1ccc(C(=O)N(CCc2ccccc2)Cc2ccccc2)cc1	-6.5	3.4	0.7	-1.4	-1.2	-0.6	0.2	-1.6	-9.6	-0.6	-0.6
CC(C)CCn1cnc2c(NCc3ccccc3)ncnc21	5.4	0.1	6.2	0.0	-0.7	-1.4	2.2	0.9	-0.2	-0.4	1.0
Cc1cc(C)c(S(=O)(=O)N(C)CC(=O)NCCCn2ccnc2)c(C)c1	-6.4	-0.5	0.9	-0.8	-0.2	-0.8	0.8	1.9	-0.7	-0.4	-0.2
C/C(=N\NC(=O)CN1CCN(S(=O)(=O)c2ccc(C)cc2)CC1)c1ccncc1	-6.0	0.7	-0.5	-2.5	-0.1	-1.4	4.3	-4.2	-2.8	0.2	1.5
O=C(CN1CCC(n2nnc3cc(F)ccc32)CC1)NC1CC1	1.1	-0.6	1.1	-0.6	-0.2	-0.9	1.2	-4.7	-2.5	0.4	0.0
Cc1ccc(-c2nn(Cc3ccccc3)cc2C(=O)N2CCN(c3ccccn3)CC2)cc1	-5.7	-0.9	-0.2	1.3	0.2	-1.2	0.8	0.2	2.4	-0.4	0.0
Cn1c(SCC(=O)c2ccc3c(c2)NC(=O)CO3)nc2ccccc21	-6.0	-0.9	1.2	0.9	-0.7	0.1	-0.8	-7.3	-3.5	-0.2	1.6
CCC(=O)Nc1cccc(Br)c1	2.7	1.5	-2.8	-1.6	-0.3	-0.7	-0.9	3.1	-1.4	-0.5	1.5
CC(C)c1ccc(S(=O)(=O)N2CCCCC2)cc1	-2.2	-0.3	1.8	0.0	0.0	-1.9	0.0	1.0	-3.3	-0.4	0.0
Cc1cc(-c2ccccc2)nc(N/N=C/c2ccc([N+](=O)[O-])cc2)n1	-2.8	-3.2	-2.5	-1.9	-1.2	-1.6	-2.3	9.6	-0.4	-0.5	-2.0
COc1cccc(NC(=O)Nc2ccncc2)c1	-2.1	-1.4	0.3	6.8*	-0.5	-1.3	1.8	-1.7	0.0	0.1	0.4

10 structures already listed, arranged by count of non-hydrogen atoms, lowest first.
SMILES	HGIII-sPLA2 inh	SMARCA2 act	FXN GAA850 act	hcDAF12 agonist	DAX1 inh-1	ssDAF12 agonist	hgDAF-12 ag	NPR1 activator	GC-B act	proKLK7 act	DAX1 inh-2
CC(C)c1ccc(S(=O)(=O)N2CCCCC2)cc1	-2.2	-0.3	1.8	0.0	0.0	-1.9	0.0	1.0	-3.3	-0.4	0.0
Cc1ccc(C)c(NS(=O)(=O)c2ccccc2C)c1	1.3	0.8	0.1	-0.4	-1.0	-1.4	2.3	0.8	-5.6	-0.2	1.0
COc1cc(SC)ccc1C(=O)OCC(=O)NC1CC1	-2.4	3.6	3.3	2.2	1.9	-1.6	5.3	-3.2	7.7	0.3	1.9
O=C(CN1CCC(n2nnc3cc(F)ccc32)CC1)NC1CC1	1.1	-0.6	1.1	-0.6	-0.2	-0.9	1.2	-4.7	-2.5	0.4	0.0
O=S(=O)(O)c1cc(OS(=O)(=O)c2ccccc2)cc2ccccc12	-15.7	1.1	1.2	-2.3	-0.1	-1.2	-0.7	-2.4	-3.7	-1.1	1.0
CS(=O)(=O)N1CCN(c2ncnc3c2cnn3-c2ccccc2)CC1	2.5	0.8	1.2	0.8	0.1	-1.9	1.5	-1.3	-3.6	0.0	0.1
Cc1cc(C)c(S(=O)(=O)N(C)CC(=O)NCCCn2ccnc2)c(C)c1	-6.4	-0.5	0.9	-0.8	-0.2	-0.8	0.8	1.9	-0.7	-0.4	-0.2
CS(=O)(=O)c1ccc(C(=O)N(CCc2ccccc2)Cc2ccccc2)cc1	-6.5	3.4	0.7	-1.4	-1.2	-0.6	0.2	-1.6	-9.6	-0.6	-0.6
C/C(=N\NC(=O)CN1CCN(S(=O)(=O)c2ccc(C)cc2)CC1)c1ccncc1	-6.0	0.7	-0.5	-2.5	-0.1	-1.4	4.3	-4.2	-2.8	0.2	1.5
COCCN(Cc1ccccc1)C(=O)C1CCN(S(=O)(=O)c2ccc3c(c2)OCCO3)CC1	3.8	-0.8	-0.2	0.5	-1.2	-1.3	0.0	-1.6	0.9	0.2	-0.3

Other results.
SMILES	HGIII-sPLA2 inh	SMARCA2 act	FXN GAA850 act	hcDAF12 agonist	DAX1 inh-1	ssDAF12 agonist	hgDAF-12 ag	NPR1 activator	GC-B act	proKLK7 act	DAX1 inh-2
Oc1ccc(NC(=S)N=Nc2c(O)[nH]c3ccccc23)cc1	-2.4	9.7*	-1.0	1.7	0.6	0.0	3.7	-7.2	-5.4	-0.2	0.1
CC(CCc1ccccc1)NC(=O)COc1ccc(S(=O)(=O)N2CCOCC2)cc1[N+](=O)[O-] (stereo unspecified)	-0.3	-1.5	-1.4	1.4	-1.8	-1.6	5.5	1.6	1.4	0.0	0.4
COc1ccc(CNC(=O)c2coc(=O)c3ccccc23)cc1	-1.6	-2.9	-0.4	-0.4	-0.2	-1.5	1.4	-5.3	-0.4	-0.9	0.7
COc1ccc(N2C(=O)CS/C2=C\[N+](=O)[O-])cc1	-17.1	-0.3	-1.1	-2.0	-0.1	-1.1	-0.1	1.4	6.1	-0.8	-0.7
CCOC(=O)N/N=C/c1c(C)c(C(=O)c2ccc(F)cc2)n2ccccc12	1.6	-0.9	0.1	-0.8	-0.7	-2.1	0.9	1.6	-6.2	-0.8	0.4
O=C(NCc1ccccc1)C1CCCN(S(=O)(=O)c2cccnc2)C1 (stereo unspecified)	-0.3	-1.1	-0.3	0.2	0.0	-1.2	-1.5	-0.8	4.7	0.3	-0.9
CC(=O)c1ccc(OCc2c(-c3ccccc3)nnn2CC(=O)NS(=O)(=O)c2ccc(C)cc2)cc1	-35.8	-2.9	2.1	0.9	-0.3	-0.7	-3.8	-1.0	5.3	-0.3	x
CCc1cc2c(=O)c(-c3nc4ccccc4[nH]3)coc2c(CN2CCCCC2)c1O	-0.5	1.4	-0.8	-1.3	-0.2	-1.1	-1.9	0.9	2.5	-1.4	-1.5
O=S(=O)(Nc1ccc2c(c1)OCO2)c1ccc(Cl)cc1F	-4.1	-3.2	-1.3	5.2	0.1	-1.3	-1.3	-4.1	-5.6	-0.1	-0.1
O=C(O)c1cc(-c2ccc(/C=N/N3C(=O)C4C5C=CC(C6CC56)C4C3=O)o2)ccc1Cl (stereo unspecified)	-0.2	-3.6	1.6	-1.5	0.0	-1.3	-1.2	0.3	-2.2	0.4	-0.2
Cn1cccc1CC(=O)N/N=C\c1cccs1	-8.6	-0.4	0.1	1.3	0.0	-1.7	1.3	3.9	9.2	0.5	0.5
COCCN(Cc1cc2cc3c(cc2nc1Cl)OCO3)C(=O)Nc1ccccc1OC	8.7	1.2	-4.4	-1.1	0.5	-0.5	-0.9	-12.1	0.4	-0.4	1.0
Cc1ccc(/C=C/C(=O)NC(=S)Nc2ccc(S(=O)(=O)Nc3cc(C)on3)cc2)cc1	-16.0	1.1	1.2	0.7	0.4	-1.0	-0.1	-10.5	-6.0	-0.2	0.3
Cc1c(C#N)c2ncn(Cc3ccccc3)c(=O)c2n1-c1ccccc1	-7.8	-0.6	1.3	-1.3	0.4	-1.4	0.5	2.8	-3.7	-0.1	-1.1
CCCC/C(O)=C1\C(=O)CCCC1=NCCc1c(C)[nH]c2ccccc12	-24.1	3.2	-0.4	0.2	-0.7	-1.0	-1.3	-0.1	-3.5	0.4	-0.6

Reprinted at random: two entries already listed, in no set order.
SMILES	HGIII-sPLA2 inh	SMARCA2 act	FXN GAA850 act	hcDAF12 agonist	DAX1 inh-1	ssDAF12 agonist	hgDAF-12 ag	NPR1 activator	GC-B act	proKLK7 act	DAX1 inh-2
CCC(=O)Nc1cccc(Br)c1	2.7	1.5	-2.8	-1.6	-0.3	-0.7	-0.9	3.1	-1.4	-0.5	1.5
CC(=O)c1ccc(OCc2c(-c3ccccc3)nnn2CC(=O)NS(=O)(=O)c2ccc(C)cc2)cc1	-35.8	-2.9	2.1	0.9	-0.3	-0.7	-3.8	-1.0	5.3	-0.3	x
